TRPN1 ag: zebrafish TRPN1 channel agonists, primary screen, cell-based, HEK293, calcium fluorescence; transient receptor potential cation channel N1 (TRPN1/NompC), Danio rerio; HEK293 zebrafish TRPN1-YFP, Fluo-8 calcium fluorescence; 100% = response to 87 µM carbachol; activation, % at 3 µM; hit rate 0.18% among 220,000; AID 1424, 2008;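 active = activation above its plate's cutoff, the mean activation of test wells on that plate plus 3 SD, cut at about 19% in these data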;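 also: 0% = DMSO alone and 100% = 87 µM carbachol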
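Material – zebrafish TRPN1-YFP in HEK293 cells · Doses – 3 µM single point · Schedule – dye 1 h 37 °C plus 30 min RT · Signal – Fluo-8 calcium fluorescence, excitation 470-495 nm, emission 515-575 nm · Read-out – % activation versus carbachol response · Control set – carbachol high, DMSO low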
PPC-1+TRAIL kill: compounds killing PPC-1 cancer cells with TRAIL present, primary screen, TRAIL potentiator project, ATPLite luminescence, uHTS; PPC-1 cells + TRAIL, ATPLite viability luminescence; cell killing (% activity), % at 4 µM; hit rate 0.41% among 220,000;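 active = cell killing above 50% in the first pass at 4 µM, then a duplicate retest at 5 µM averaging 50% or more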;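 also: plate controls were cells with TRAIL plus DMSO for no effect and medium-only wells lacking cells for full effect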
Cl transport mod: KCC2 cotransporter modulators, thallium flux, primary screen, cell-based, HEK293 KCC2, FluoZin-2 fluorescence, MLSMR; Solute carrier family 12 member 5 (Homo sapiens), Q9H2X9; KCC2 cells, thallium flux FluoZin-2 fluorescence; B-score of Tl+ flux slope (higher = more flux/activation; lower = inhibition) at 10 µM; hit rate 2.2% among 190,000; AID 1456, 2008;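 active = thallium flux slope and its plate-corrected score both differing from the plate sample mean at a set confidence after two filtering rounds, in either direction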;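 also: slope of fluorescence scaled to starting intensity during 10 to 20 s after thallium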
TRPML3 agonist: human TRPML3 channel agonists, primary screen, cell-based, HEK293 TRPML3-YFP, Fluo-8 calcium fluorescence, 3 µM; Mucolipin-3 (Homo sapiens), Q8TDD5; 100% = the carbachol control signal; activation, % at 3 µM; hit rate 0.29% among 220,000;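 active = activation above its plate's cutoff, the mean activation of the plate's test wells plus 3 SD, cut at about 12% in these data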;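 also: 0% = DMSO only wells and 100% = carbachol wells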
Target sequence (Q8TDD5 whole entry, looked up): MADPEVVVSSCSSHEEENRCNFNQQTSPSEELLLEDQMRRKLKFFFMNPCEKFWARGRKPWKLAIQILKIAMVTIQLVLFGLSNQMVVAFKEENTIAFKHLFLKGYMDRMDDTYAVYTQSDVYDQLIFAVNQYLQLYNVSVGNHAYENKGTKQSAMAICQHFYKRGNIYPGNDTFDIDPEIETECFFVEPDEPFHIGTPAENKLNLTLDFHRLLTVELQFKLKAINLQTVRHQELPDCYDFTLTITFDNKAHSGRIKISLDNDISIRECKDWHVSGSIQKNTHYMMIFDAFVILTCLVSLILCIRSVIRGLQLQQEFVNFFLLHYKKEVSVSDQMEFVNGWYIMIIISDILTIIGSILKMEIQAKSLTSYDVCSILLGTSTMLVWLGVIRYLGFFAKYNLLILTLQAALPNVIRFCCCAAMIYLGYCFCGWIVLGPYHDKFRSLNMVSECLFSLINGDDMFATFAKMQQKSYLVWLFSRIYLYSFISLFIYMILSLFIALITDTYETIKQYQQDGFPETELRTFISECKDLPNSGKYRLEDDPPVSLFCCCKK
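Test system: TRPML3-YFP stable HEK293 cells. Doses: single point at 3 µM. Incubation: dye loading 1 h 37 °C then 30 min ambient, 125 s read. Signal: Fluo-8 calcium dye fluorescence, ex 470-495, em 515-575 nm. Measure: percent activation from peak-to-basal fluorescence ratio, scaled between DMSO and carbachol.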
EBV gp42 block: Epstein-Barr virus gp42 inhibitors, primary screen, biochemical, uHTS, fluorescence polarization; Fluorescence polarization binding assay, mP read-out; AID 1085, 2008; hit rate 0.42% among 220,000; inhibition, % (tested at 21.74 µM); Glycoprotein 42 (Epstein-Barr virus (strain AG876)), Q1HVG2; in the data active = inhibition above about 50%
Target sequence (Q1HVG2 whole entry, looked up): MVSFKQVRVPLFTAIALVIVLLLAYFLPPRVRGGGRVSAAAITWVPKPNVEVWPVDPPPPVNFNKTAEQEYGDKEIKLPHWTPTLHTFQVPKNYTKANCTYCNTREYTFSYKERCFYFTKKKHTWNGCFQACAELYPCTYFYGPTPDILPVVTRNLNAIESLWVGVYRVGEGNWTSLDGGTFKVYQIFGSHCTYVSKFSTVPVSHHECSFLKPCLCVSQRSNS
Furin inh: human furin inhibitors, primary screen, biochemical, fluorescence intensity; hit rate 0.061% among 220,000; P09958; AID 463115, 2010; inhibition, % at 30 µM; purified furin, fluorogenic substrate cleavage; in the data active = inhibition above about 25%; also: inactives centre near -15
thrombin 1536: human alpha-thrombin inhibitors, primary screen, counter-screen for coagulation protease inhibitor project, biochemical, 1536-well, fluorogenic AMC substrate; Prothrombin (Homo sapiens), P00734; Boc-VPR-AMC fluorogenic substrate cleavage; inhibition, % at 5 µM; hit rate 0.26% among 220,000;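 active = inhibition at or above 40%; inactive = inhibition below 40%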;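 also: 0% = enzyme with no compound and 100% = wells without enzyme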
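Material: Human alpha-thrombin protein | Buffer or medium: pH 7.5 Tris-saline with Tween 20 | Reagent: Boc-VPR-AMC substrate, 15 µM final | Schedule: Reaction at ambient temperature | Detection: AMC fluorescence at 355 nm excitation and 460 nm emission | Evaluation: Percent inhibition scaled between no-compound controls and no-enzyme blanks | Controls: no-compound enzyme wells and no-enzyme blanks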
Calpain2 inh: inhibitors of pig calpain II, primary screen, biochemical, fluorogenic peptide substrate, 1536-well; purified calpain II, 30 min; inhibition, % at 16 µM; hit rate 0.37% among 220,000; AID 1236, 2008;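 active = inhibition above about 50%, limit read from the data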
Tb hexokinase: Trypanosoma brucei hexokinase 1 inhibitors, primary screen, biochemical, G6PDH-coupled NADH absorbance, MLSCN library; recombinant TbHK1, G6PDH-coupled NADH A340; inhibition, % at 10 µM; hit rate 0.11% among 220,000;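 active = inhibition of 50% or more in the single-dose primary screen; inactive = inhibition below 50%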
Starred values were filed as active, the others as inactive; i = inactive; . = no result given; [ ] = remark or other dose.

no.	compound	thrombin 1536	PPC-1+TRAIL kill	Tb hexokinase	EBV gp42 block	TRPML3 agonist	Calpain2 inh	TRPN1 ag	Furin inh	Cl transport mod
1	Cc1ccc(NC(=O)NNC(=O)C2CC(c3cccnc3)=NO2)cc1 (stereo not drawn)	2	4	3	-5	0.6	-1	-0.1	-10[20 µM]	0.7
2	O=C(NCCOc1ccc(Cl)cc1)c1ccc2ccccc2n1	1	11	7	12	-0.3	11	-2.2	-9	-0.0053
3	CC(c1ccon1)N(C)Cc1c(C(=O)N(C)Cc2ccccc2)nc2ccccn12 (stereo not drawn)	-12	7	5	-4	0.3	35	0.1	-18	-0.098
4	COCc1cc(OC)nc(-c2csc(C)n2)n1	0	28	-3	-11	0.8	11	0.2	-15	0.44
5	CCn1c(=O)c(=O)[nH]c2cc(C(=O)N3CCN(c4ccccc4F)CC3)ccc21	-5	25	-17	-11	-0.6	-37	-0.5	-26[20 µM]	-0.28
6	Cc1ccc(S(=O)(=O)N(C)c2ccc(OCC(=O)O)cc2)cc1	-1	8	0	-23	0.8	-3	0.5	-15[20 µM]	.
7	O=C(NCc1nc2ccccc2[nH]1)C1=C[C@@H](C2CC2)C[C@@H](OCc2ccc(CO)cc2)O1	3	2	-9	-4	-1.1	25	-1.0	-10	-2.5
8	O=C(Nc1ccc(F)cc1F)Nc1ccc(F)cc1F	20	17	5	0	1.8	17	5.5	-12	-0.011
9	COc1ccc(Br)cc1C(=O)Nc1ccc(N2CCN(S(C)(=O)=O)CC2)cc1	2	5	2	12	0.4	-15	2.7	-12[20 µM]	-0.28
10	COC(=O)CSc1nc2sc(C)c(C)c2c(=O)n1C	5	6	14	-12	-0.7	-22	-0.6	0	0.63
11	Cc1cccc(-c2nnc(SCC3CNC(=O)O3)n2-c2ccc(Cl)cc2)c1 (stereo not drawn)	1	0	32	1	0.4	19	-1.0	3	0.071
12	CCC(C)(C)n1nnnc1C(c1cc2cc(C)ccc2[nH]c1=O)N1CCCc2ccccc21 (stereo not drawn)	1	-30	-22	-13	0.9	-85	0.1	-8[20 µM]	1.1
13	COc1cc(C)c(CNc2cc(C)cc(C)c2)cc1C	-5	-4	-6	-5	0.7	-3	-1.1	-25[20 µM]	0.93
14	CC(=O)Nc1ccc(NC(=O)CNC(=O)COc2ccccc2)cc1	-2	15	1	-13	1.1	-13	0.5	-26	0.12
15	CCCn1nnnc1SCC(=O)NNC(=O)C1CCCCC1	0	8	4	-12	0.1	-4	1.5	-18[20 µM]	0.013
16	CCOCC(=O)Nc1ccc(F)c(F)c1	-7	-1	1	4	1.2	22	-0.3	-26[20 µM]	-0.31
17	CCOc1cc(CNc2ncn[nH]2)ccc1OCC(=O)NC(C)(C)C	4	0	-1	-10	0.6	4	1.7	-20	0.63
18	Cc1cc(C)c(S(=O)(=O)NCCCN2CCOCC2)cc1Br	4	-2	0	-1	0.8	-35	-0.6	-6	.
19	O=C(NCc1ccccc1C(F)(F)F)C1CC(c2ccc(C(F)(F)F)cc2)=NO1 (stereo not drawn)	-9	3	-7	-6	.	25	.	-28	-0.57
20	COc1cccc(NC(=O)C(Sc2nnc(Nc3ccccc3C)s2)c2ccccc2)c1 (stereo not drawn)	2	5	3	-9	-0.6	-37	0.0	-21	-0.12
21	COc1cc2c(cc1OC)CN(C(=O)c1ccc(S(=O)(=O)N(C)c3ccccc3)cc1)CC2	-8	-19	-8	1	0.8	21	0.0	-13	-0.25
22	CCOC(=O)N1CCN(C(=O)CN(Cc2ccc(Cl)cc2)S(=O)(=O)c2ccc(C)cc2)CC1	2	-12	-10	-20	0.7	-6	-1.5	-11[20 µM]	0.0081
23	COc1ccc(NC(=O)C2CCN(C(=O)c3cccs3)CC2)c(OC)c1	-1	21	-1	-5	-0.4	3	0.4	-2[20 µM]	0.043
24	CCNS(=O)(=O)c1ccc(NC(=O)c2ccccc2OCC)cc1	-5	2	-3	-6	1.0	6	0.2	-15[20 µM]	-0.31
25	Cn1c(=O)n(Cc2ccccc2F)c(=O)c2c1nc1n2CCCN1CCc1ccccc1	-11	-3	-1	-4	-0.1	-14	-0.2	-24	-0.46
26	COC(=O)c1ccccc1S(=O)c1snnc1C (stereo not drawn)	5	21	-2	18	0.4	0	-0.5	-19	-0.29
27	COc1cc(OC)nc(/N=C/N(C)C)n1	1	5	3	-6	1.5	-10	-1.7	-13	0.69
28	O=C(COC(=O)C1(c2ccc(Cl)cc2)CCCC1)N1CCc2ccccc21	-7	34	-6	-23	0.7	3	0.9	-20	-1.5
29	O=C(NCN1C(=O)C2C3C=CC(C3)C2C1=O)Nc1nncs1 (stereo not drawn)	-7	17	6	0	-0.2	-7	1.0	-17[20 µM]	1.6
30	Cc1cccc(/C=N/NC(=O)Cn2nc(C)cc2C)n1	1	0	2	-11	1.1	-12	0.2	-20	0.51
31	CCN(CCCNC(=O)CCCOc1cc(=O)n(C)c2ccccc12)Cc1ccccc1	29	-5	11	-16	0.6	19	0.6	-7	-0.28
32	CC(=O)c1cc2c(C)c(C(=O)c3ccccc3)oc2cc1O	-11	20	20	-7	1.0	1	-0.7	-7	0.084
33	Cc1ccc(C(=O)O/N=C(\N)c2ccc(Br)cc2)cc1	-3	24	4	-8	-0.3	-35	2.0	-7[20 µM]	-2.3
34	O=C(CN1CCN(c2ccccn2)CC1)Nc1cccc(S(=O)(=O)N2CCCC2)c1	4	-5	-1	-9	0.0	-23	-0.2	-17	.
35	CC(=O)Nc1nc(SCc2ccc(Cl)cc2Cl)n[nH]1	4	5	5	-4	0.4	18	1.1	-9[20 µM]	-0.033
36	CCC1(C)CC(c2nc(-c3ccc(OC)cc3)cs2)CCS1 (stereo not drawn)	-9	28	-1	-3	0.7	34	-0.9	-7	-0.63
37	c1ccc(-n2nnnc2SCCCSc2nc3ccccc3s2)cc1	-3	6	10	-11	1.2	17	-0.3	-10	-3.2
38	Cc1cccc(C(=O)NC2=NCCS2)c1	1	31	-2	-18	0.0	-20	2.1	-35	-0.2
39	O=C(c1nn(-c2ccccc2)c(=O)c2ccccc12)N1CCN(c2ccccn2)CC1	1	-7	-6	-4	0.4	-42	0.4	-15[20 µM]	-0.26
40	COc1ccc(Cl)cc1C(=O)n1nc(C)cc1C	-4	14	-6	-4	-0.2	1	-1.0	-23[20 µM]	0.26
41	CCCCC(=O)Nc1cc(OCC)c(NC(=S)NC)cc1OCC	0	9	-1	-9	0.3	12	-0.3	-17	0.67
42	COc1ccc(Oc2coc3cc(OC(=O)/C=C/c4ccccc4)ccc3c2=O)cc1	0	-3	-1	-14	0.6	-152	2.0	-14	1
43	COc1ccc(CCC(C)Nc2cccc(F)c2)cc1 (stereo not drawn)	2	16	3	-20	-0.5	-2	-0.9	13[20 µM]	1.2
44	COc1ccc(CCN=Cc2c(C)[nH]n(-c3ccc([N+](=O)[O-])cc3)c2=O)cc1OC	7	16	-15	-12	0.8	-10	0.4	-24	-0.5
45	NC(=O)CSc1nc2ccccc2c(=O)n1Cc1ccco1	-3	6	3	-16	0.5	-23	0.5	-22[20 µM]	-0.29
46	CC1(C)CC(NC(=O)c2c(N)no[n+]2[O-])CC(C)(C)N1	-1	2	-7	-9	0.2	11	-0.1	-15	0.8
47	CCCCN(Cc1cc2cccc(C)c2[nH]c1=O)S(C)(=O)=O	-4	-4	-18	-6	0.0	-20	-0.7	-5	0.076
48	Cc1ccc2c(c1)c1ncnc(N3CCC4(CC3)OCCO4)c1n2C	2	5	-2	-4	-1.4	i	-0.7	-16	-4.4

Continued, overlapping the part above by 2 compounds.
no.	compound	thrombin 1536	PPC-1+TRAIL kill	Tb hexokinase	EBV gp42 block	TRPML3 agonist	Calpain2 inh	TRPN1 ag	Furin inh	Cl transport mod
47	CCCCN(Cc1cc2cccc(C)c2[nH]c1=O)S(C)(=O)=O	-4	-4	-18	-6	0.0	-20	-0.7	-5	0.076
48	Cc1ccc2c(c1)c1ncnc(N3CCC4(CC3)OCCO4)c1n2C	2	5	-2	-4	-1.4	i	-0.7	-16	-4.4
49	O=c1[nH]c(CSc2nc(-c3ccc(F)cc3)cs2)nc2ccccc12	-5	6	34	-20	0.0	16	-2.0	-16	-0.012
50	O=S(=O)(c1ccc2oc3ccc(S(=O)(=O)N4CCCCC4)cc3c2c1)N1CCCCC1	-21	-5	-5	5	0.9	-57	1.0	-7[20 µM]	-0.93
51	N/C(=N\OC(=O)C12CC3CC(CC(C3)C1)C2)c1cccnc1	0	5	1	-2	0.1	1	-0.4	-22[20 µM]	0.21
52	COc1ccc(C2=CC(c3sccc3C)n3nnnc3N2)cc1 (stereo not drawn)	4	24	-3	-25	0.0	-13	1.1	-18	-0.13
53	CCOC(=O)CC1C(=O)NCCN1S(=O)(=O)c1ccc(Cl)cc1 (stereo not drawn)	-5	24	1	2	0.2	25	0.0	-19[20 µM]	0.2
54	Cc1ccccc1CSCCNC(=S)Nc1ccccc1	1	-4	3	-5	-0.1	34	-2.8	-15	-1.5
55	COc1ccc(S(=O)(=O)NCCCCCC(=O)O)cc1C(=O)O	1	9	1	-21	0.1	17	-0.1	-23	-0.69
56	Cc1[nH]c2ccccc2c1C(C[N+](=O)[O-])c1cccc(O)c1 (stereo not drawn)	-12	10	10	-3	0.1	41	0.9	-4	-0.35
57	c1ccc(CN2C3=NCCN3c3ccccc32)cc1	-5	18	0	-14	1.1	-6	-0.5	-22	0.0054
58	COC(=O)c1ccccc1N/C=C/C(=O)c1ccc(Br)cc1	2	7	30	6	1.2	23	-0.5	-3	-0.068
59	COc1ccc(-c2ccc(NCCC3=CCCCC3)nn2)cc1OC	-3	4	-8	7	-0.8	26	0.0	-28	1.3
60	COc1c(C)cccc1C(=O)Nc1ccc(CN2CCOCC2)cc1	0	16	-1	-11	0.2	-29	1.8	-25[20 µM]	-0.019
61	CCOC(=O)C1=C(N)n2c(s/c(=C/c3ccco3)c2=O)=C(C(=O)OC)C1c1ccco1 (stereo not drawn)	4	4	-20	-16	1.2	-120	1.4	-9	0.64
62	CCCNC(=O)c1ccccc1NC(=O)CN(c1ccccc1OCC)S(C)(=O)=O	-4	11	-2	-19	-0.1	-19	1.0	-22[20 µM]	0.25
63	COc1ccc(OC)c(Nc2ncnc3c2cnn3-c2ccccc2)c1	-8	29	4	9	-0.8	10	0.6	2[20 µM]	-0.57
